Assay outcomes from PubChem.
Neddyl block: cullin neddylation inhibition; P61081+Q13564; AID 651699; calls only at 25 µM; TR-FRET cullin neddylation, biochemical; 360,000 compounds, 0.58% hits; in the data active = inhibition above about 36%
eLon inh: inhibits E. coli Lon protease; inhibition, % at 7.94 µM; P0A9M0; 360,000 compounds, 0.42% hits; AID 602123; purified E. coli Lon protease, fluorescence polarization; in the data active = inhibition above about 13%, passing the limit was not always enough;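 also: 0% = enzyme with probe and DMSO and 100% = no enzyme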
Target sequence (P0A9M0 whole entry, looked up): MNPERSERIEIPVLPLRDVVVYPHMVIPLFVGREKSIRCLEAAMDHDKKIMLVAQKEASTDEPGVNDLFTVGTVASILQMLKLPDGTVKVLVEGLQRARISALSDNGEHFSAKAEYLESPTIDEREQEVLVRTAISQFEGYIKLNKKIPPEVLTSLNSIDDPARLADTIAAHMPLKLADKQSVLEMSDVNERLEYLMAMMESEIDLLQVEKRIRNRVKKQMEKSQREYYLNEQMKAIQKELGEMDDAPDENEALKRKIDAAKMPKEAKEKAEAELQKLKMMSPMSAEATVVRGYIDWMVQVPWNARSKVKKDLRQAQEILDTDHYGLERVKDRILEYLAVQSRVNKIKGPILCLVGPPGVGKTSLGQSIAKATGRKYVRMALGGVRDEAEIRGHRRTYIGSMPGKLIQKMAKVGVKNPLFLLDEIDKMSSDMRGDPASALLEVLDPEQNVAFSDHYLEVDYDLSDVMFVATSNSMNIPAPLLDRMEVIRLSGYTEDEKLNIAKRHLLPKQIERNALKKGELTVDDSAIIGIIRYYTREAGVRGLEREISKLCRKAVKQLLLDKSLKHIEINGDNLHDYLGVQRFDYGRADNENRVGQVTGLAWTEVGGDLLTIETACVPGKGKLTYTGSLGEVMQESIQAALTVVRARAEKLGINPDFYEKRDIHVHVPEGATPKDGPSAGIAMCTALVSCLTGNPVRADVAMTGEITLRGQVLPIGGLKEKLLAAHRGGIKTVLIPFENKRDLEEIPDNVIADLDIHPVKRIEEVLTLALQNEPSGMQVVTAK
MT1-MMP act inh: blocks activation of human MT1-MMP; P50281; HT1080 RFP-PRO-GFP cells, GFP/RFP ratio fluorescence, overnight; percent of plate control window, DMSO zero; GFP/RFP ratio change, % at 20 µM; 360,000 compounds, 0.061% hits;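 active = GFP/RFP ratio change of at least 30% with cell ATP level not reduced by more than half and red fluorescence within 50% of control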; also: strong numbers were not always called active
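system = RFP-PRO-GFP reporter HT1080 cells | dosing = 20 µM single dose, 1% DMSO | timing = overnight cell settling, then overnight compound exposure, 37 °C, 5% CO2 | read-out basis = GFP/RFP fluorescence ratio | controls = DMSO and RFP-L50D-GFP cell wells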
MsrA inhibitor: inhibits bovine methionine sulfoxide reductase A. purified bovine MsrA, absorbance read-out. inhibition, % at 15.5 µM. 360,000 compounds, 0.75% hits; in the data active = inhibition above about 4.5%;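 also: 0% = vehicle wells with enzyme and 100% = reference inhibitor wells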
CendR NRP1 mod: modulators of CendR peptide binding to human neuropilin-1; O14786; FAM-RPARPAR peptide binding to NRP-1, fluorescence polarization; inhibition, % at 25 µM; 360,000 compounds, 0.85% hits; AID 602438;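 active = inhibition or corrected inhibition above about 18%, plus a signal ratio from 0.5 to 1.5, limit read from the data, passing the limit was not always enough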; also: strong numbers were not always called active
SKN-1 block: inhibitors of C. elegans SKN-1; C. elegans VP596 Pgst-4::GFP/RFP ratio, acrylamide-induced, 24 h; inhibition, % at 21.8 µM; 360,000 compounds, 0.49% hits;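 active = interference check ratio from 0.5 to 1.5 plus GFP to RFP signal ratio inhibition reaching or exceeding a fixed threshold, cut at about 30% in these data, passing the limit was not always enough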; also: some compounds called inactive have numbers as strong as hits
Rin1-Abl PPI inh: blocks binding of human Rin1 to Abl | P00519+Q13671 | TR-FRET Rin1/Abl binding, biochemical | inhibition, % at 7.35 µM | 360,000 compounds, 0.4% hits | AID 588664; in the data active = inhibition above about 5%, passing the limit was not always enough
MsrA act: activates bovine MsrA enzyme; activation, % at 10.6 µM; 360,000 compounds, 0.3% hits; purified bovine MsrA, absorbance read-out; AID 602163; in the data active = activation above about 7.5%;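 also: 0% = vehicle and 100% = reference activator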
FAS TE block: FAS thioesterase (human) inhibition | P49327 | recombinant FAS-TE, OMFH fluorogenic substrate, fluorescence endpoint | inhibition, % at 15 µM | 360,000 compounds, 0.67% hits | AID 602261;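 active = compounds whose normalised, plate-corrected inhibition of enzyme fluorescence in the single-dose primary screen is 50% or more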;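 also: 0% = DMSO with enzyme and 100% = substrate without enzyme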
An asterisk follows results filed as active; i = inactive; · = not tested or not shown; + = active, no number. This is a random part of the collection; 4.2% or so of the library scored in one or more.

SMILES	Neddyl block	eLon inh	MT1-MMP act inh	MsrA inhibitor	CendR NRP1 mod	SKN-1 block	Rin1-Abl PPI inh	MsrA act	FAS TE block
O=C(Cc1ccccc1)N1CCc2[nH]nc(-c3ccccc3)c2C1	i	-1	1	-1.6	3	1	-1	-2	-3
CCc1nccn1S(=O)(=O)c1ccc2ccc(C)cc2c1	i	-6	-6	-0.1	9	21	2	-3	-7
CCNC(=S)N(CCc1c(C)[nH]c2ccc(F)cc12)Cc1cccnc1	i	-3	-1	1.1	4	15	1	0	-1
CC(C)COc1ccc(C(=O)OCCN2CCOCC2)cc1	i	-2	3	0.7	1	-9	0	-5	-5
C[C@@]12C(=O)N(Cc3ccc(-c4ccccc4)cc3)CC(=O)N1[C@H](/C=C/c1ccccc1)[C@@H]1C(=O)N(c3ccccc3)C(=O)[C@@H]12	i	6	6	1.4	-4	39*	0	0	50*
C/C(N)=C(/C#N)C(=O)COC(=O)CCS(=O)(=O)c1ccccc1	i	-17	-1	-1.4	-7	-13	1	-4	-2
Cc1ccc(-n2c(C)cc(C(=O)CN3C(=O)C(=O)N(C4CCCC4)C3=O)c2C)cc1	i	-4	-1	0.7	-10	3	2	-4	21
COc1ccc(-c2nc3nc(N)nn3cc2C)cc1F	·	-10	1	0.4	6	-2	-1	-5	-2
O=C(CCC(=O)OCCCC(F)(F)C(F)(F)F)NC1CCCCC1	i	-5	2	·	4	-5	-4	-1	-3
CCCC(=O)Nc1nnc(S(=O)(=O)N(CC)c2ccccc2)s1	i	-5	1	0.4	-4	17	1	-1	-4
Cc1cc(Cl)ccc1OCCCC(=O)N1CCCCC1	i	-4	-2	-1.1	-5	-23	1	-5	4
CCc1ccc(S(=O)(=O)Nc2c(NC3CCCCC3)c3ccccc3oc2=O)cc1	+	-4	-1	·	-1	13	2	-1	12
Nc1ccc(Cl)c(S(=O)(=O)Nc2ccccc2Cl)c1	i	6	-1	0.6	-2	-1	2	-2	-2
Cc1ccc(S(=O)(=O)NC(C)C(c2cccs2)N2CCOCC2)cc1 (centres undefined)	i	-11	2	-0.7	-12	2	1	-3	-4
CCC(=O)Nc1ccc(C(=O)N/N=C/c2cccnc2)cc1	i	-6	7	0.3	2	1	-2	-4	-4
Cc1ccc(C)c(N2CCN(C(=O)CCc3nc(-c4ccccc4F)no3)CC2)c1	i	-2	4	0.1	-8	13	-4	-3	23
CCn1c(NC(C)=O)nc2ccccc21	i	-1	5	1.0	-9	7	3	-2	-5
CCCCCC(=O)N1C[C@H](n2cc(-c3ccc(F)cc3)nn2)[C@@H](O)C[C@@H]1c1ccc(Cl)cc1	i	-2	4	-0.3	-5	6	0	1	18
O=C(O)/C=C/C(=O)c1c(-c2ccccc2)[nH]c2ccccc12	i	-2	5	2.3	-16	12	2	-4	-4
Cc1cccn2c(=O)c3cc(C(=O)NCc4ccco4)c(=N)n(CCOCCO)c3nc12	·	-4	-7	·	1	-14	-10	-2	-6
O=S(=O)(CCN1CCOCC1)c1ccc(Oc2ccc(S(=O)(=O)CCN3CCOCC3)cc2)cc1	i	0	-6	0.2	11	15	-3	-4	-1
CCOC(=O)c1cc(CC)sc1NC(=O)C1CC(=O)NN1Cc1ccccc1 (centres undefined)	i	4	-5	-1.5	7	5	-3	-2	22
Cc1cccc(C(=O)N[C@H](C(=O)Nc2nc3ccccc3[nH]2)C(C)C)c1	i	-2	10	0.1	13	3	3	-3	-2
Cc1nc(COc2ccc(C(=O)NCc3ccccc3CN3CCCCC3)cc2)cs1	i	-3	2	-1.5	8	1	1	-2	-3
CCOc1ccc(CCNC(=O)CN2CCN(Cc3ccccc3F)C2=O)cc1OCC	i	-1	0	-1.4	5	-13	-3	-3	-4
Cc1cc(=O)[nH]c(SCC(=O)NC(c2ccccc2)c2ccccc2)n1	i	-8	2	-0.4	1	-8	2	-12	0
Cc1nn(CC(=O)N2CCOCC2)c(=O)c2ccccc12	i	-8	-8	0.9	8	20	0	0	4
O=c1[nH]c2ccccc2nc1/C=C/c1ccccc1	+	14*	-16	1.1	-15	12	0	-3	4
CCCCCCN1CCN(C2CN(Cc3ccc([N+](=O)[O-])cc3)S(=O)(=O)C2)CC1 (centres undefined)	i	-15	3	0.7	3	-5	-3	-4	25
CN(C)S(=O)(=O)c1ccc(NC(=O)CSc2nc3ccccc3n2-c2ccccc2)cc1	i	-13	-7	0.3	-13	4	-2	-4	40
CC1(C)CC(=O)C2=C(C1)OC1OC(=O)CC21C (centres undefined)	i	-4	4	-0.1	-8	1	-1	0	-12
O=C(O)CC(NC(=O)C(c1ccccc1)c1ccccc1)c1ccc(F)cc1 (centres undefined)	i	8	2	-0.9	4	2	-2	-4	4
Cc1ccc(NC(=O)CSc2sc3c(O)cc(=O)[nH]c3c2C#N)c(F)c1	i	-19	-4	0.3	-16	8	-2	-6	0
COc1cccc(-c2sc3ccc(OC)cc3c2C#CC2(O)CCCCC2)c1	i	4	6	4.7*	9	22	3	-5	21
COc1ccc(/C=C/C(=O)c2cc3cccc(OC)c3oc2=O)cc1	i	-10	1	3.0	-38	-8	-4	-5	-3
CC(=O)Cc1nsc(NC(=O)c2cccs2)n1	i	3	2	0.6	12	16	2	-2	-9
O=C(COc1ccc2ccccc2c1)Nc1ccccc1C(=O)O	i	-13	0	1.3	18	1	3	-3	-1
O=C(N/N=C/c1ccc2c(c1)OCO2)C1CC1	i	-1	-1	1.3	17	-1	0	-2	-5
CC(C)CCNC(=O)CCc1nnc(COc2ccccc2)o1	i	8	-2	1.6	6	-9	1	-10	-4
Cc1cc(N)n(-c2ccc(S(=O)(=O)N3CCOCC3)cc2[N+](=O)[O-])n1	i	-6	1	2.0	-9	-11	-3	-2	-9
CN(C)c1cc(C(F)(F)F)nc(-c2ccccn2)n1	i	5	-4	1.4	2	-25	-2	-12	-10
NC(=O)Nc1ccc(C(=O)OCC(=O)NCc2ccc3c(c2)OCO3)cc1	i	5	1	0.0	-12	2	4	-7	-7
O=C(COC(=O)C1CCCCC1C(=O)N1CCc2ccccc21)NCc1ccco1 (centres undefined)	i	-2	1	0.9	-6	0	-1	-3	-1
OC(COc1ccccc1)CN1CCCCC1 (centres undefined)	i	-11	-2	0.6	11	9	-2	0	-6
O=C(COc1ncnc2ccccc12)Nc1cc([N+](=O)[O-])ccc1F	i	-1	-1	0.0	-2	7	-1	-1	37
Cc1ncc(CO)c(/C=N/N=C/c2ccccc2O)c1O	i	13	1	0.9	3	-6	-4	-8	-8
CCCc1cc(=O)[nH]c(SCC(=O)Nc2ccc([N+](=O)[O-])cc2C#N)n1	i	1	10	1.2	-3	-10	-6	-4	18
O=C(O)CSc1nnc(-c2cccnc2)n1Cc1ccccc1	i	-4	4	-1.3	3	4	-3	-6	-6
O=C(CN1CCC(C(=O)c2ccc3c(c2)OCCO3)CC1)NCc1ccc(F)cc1	i	1	-3	-0.5	3	-3	-1	-8	1
CC(=O)c1ccc(NC(=O)NC2CCCc3ccccc32)cc1 (centres undefined)	i	0	0	0.8	2	0	4	-4	5
O=C(c1cccc(F)c1)N1CCC(N2CCOCC2)CC1	i	-4	0	-0.7	11	-57	3	-10	-2
COc1ccc(-c2cnnn2-c2ccc(NC(=O)c3ccc(S(=O)(=O)N4CCCCC4)cc3)cc2)cc1	i	0	-3	0.8	-17	23	5	-3	58*
O=C(O)CN(c1ccccn1)S(=O)(=O)c1ccc(Cl)cc1	i	1	-13	1.5	7	-3	-2	-1	-3
N#Cc1ccccc1S(=O)(=O)N1CCN(C(=O)CCNS(=O)(=O)c2ccc(Cl)cc2)CC1	i	3	-3	1.1	2	-8	0	1	1
Cc1noc(C)c1CSCC(=O)Nc1cc(C(F)(F)F)ccc1N1CCOCC1	i	-1	-4	-0.8	10	-5	6	-5	8
CCc1ccc(/C=N/NC(=O)c2cc(C3CC3)nc3ccccc23)s1	i	-8	5	2.0	6	1	0	-6	4
CCN1CCN(CCNC(=O)c2ccc(CS(=O)c3ccc(Br)cc3)o2)CC1 (centres undefined)	i	-6	-1	1.1	-13	1	-4	-4	-6
CCc1ccc(N(CC(=O)NCCc2ccccc2)C(=O)CCC(=O)Nc2ccccn2)cc1	i	3	-1	2.6	9	-2	-1	-9	10
O=S(=O)(CCNCCc1ccccc1)NCc1ccccc1	i	-8	4	0.3	2	-7	-4	-9	-7
COc1ccc(Cc2n[nH]c(=S)n2-c2cc(C)ccc2C)cc1OC	i	-3	4	-0.6	5	6	3	-5	-4

Later entries:
SMILES	Neddyl block	eLon inh	MT1-MMP act inh	MsrA inhibitor	CendR NRP1 mod	SKN-1 block	Rin1-Abl PPI inh	MsrA act	FAS TE block
O=[N+]([O-])c1ccc2ncnc(Nc3ccc4c(c3)OCCO4)c2c1	i	-4	-13	1.5	-5	5	-2	-1	2
COc1ccccc1NC(=O)C/C(N)=N/O	i	-6	2	-1.3	-8	1	0	-1	-11
CNC(=O)Cn1c(C)cc(=O)c2cccc(C)c21	i	-3	-2	0.1	-5	3	-1	-3	-2
Cc1cc(C)n(-c2ccc(C(C)C)cc2)c(=O)c1C#N	i	-2	2	0.5	22	2	0	-4	10
COc1ccc2c(c1)c1nc(SCC(C)C)n(CCO)c(=O)c1n2C	i	-2	-3	0.9	2	0	-2	-1	-5
COc1ccc(C2=NOC(Cn3nc(-c4ccccc4)cc3C(=O)O)C2)cc1 (centres undefined)	i	3	3	-1.1	3	3	0	-5	-11

10 successive records out of the list so far, quoted:
SMILES	Neddyl block	eLon inh	MT1-MMP act inh	MsrA inhibitor	CendR NRP1 mod	SKN-1 block	Rin1-Abl PPI inh	MsrA act	FAS TE block
CCN1CCN(CCNC(=O)c2ccc(CS(=O)c3ccc(Br)cc3)o2)CC1 (centres undefined)	i	-6	-1	1.1	-13	1	-4	-4	-6
CCc1ccc(N(CC(=O)NCCc2ccccc2)C(=O)CCC(=O)Nc2ccccn2)cc1	i	3	-1	2.6	9	-2	-1	-9	10
O=S(=O)(CCNCCc1ccccc1)NCc1ccccc1	i	-8	4	0.3	2	-7	-4	-9	-7
COc1ccc(Cc2n[nH]c(=S)n2-c2cc(C)ccc2C)cc1OC	i	-3	4	-0.6	5	6	3	-5	-4
O=[N+]([O-])c1ccc2ncnc(Nc3ccc4c(c3)OCCO4)c2c1	i	-4	-13	1.5	-5	5	-2	-1	2
COc1ccccc1NC(=O)C/C(N)=N/O	i	-6	2	-1.3	-8	1	0	-1	-11
CNC(=O)Cn1c(C)cc(=O)c2cccc(C)c21	i	-3	-2	0.1	-5	3	-1	-3	-2
Cc1cc(C)n(-c2ccc(C(C)C)cc2)c(=O)c1C#N	i	-2	2	0.5	22	2	0	-4	10
COc1ccc2c(c1)c1nc(SCC(C)C)n(CCO)c(=O)c1n2C	i	-2	-3	0.9	2	0	-2	-1	-5
COc1ccc(C2=NOC(Cn3nc(-c4ccccc4)cc3C(=O)O)C2)cc1 (centres undefined)	i	3	3	-1.1	3	3	0	-5	-11
